# DENV2 CPE = inhibitors of DENV2 cytopathic effect. DENV2-infected cells, cytopathic effect rescue, plate reader. CPE inhibition, % at 9.99 µM. 350,000 compounds, 1.7% hits. AID 651640; in the data active = CPE inhibition above about 20%, passing the limit was not always enough; inconclusive = no clear call, values can overlap the other calls; tested in BHK-21 cells;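 also: 0% = median of neutral control wells and 100% = median of positive control wells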
# SIRT5 block = inhibitors of human sirtuin-5 desuccinylase; Purified SirT5, succinyl-peptide AMC, trypsin-coupled fluorescence; inhibition, % at 15 µM; 330,000 compounds, 1.1% hits; AID 652115; in the data active = inhibition above about 15%; inconclusive = no clear call, values can overlap the other calls
# Target sequence (Q9NXA8 whole entry, looked up): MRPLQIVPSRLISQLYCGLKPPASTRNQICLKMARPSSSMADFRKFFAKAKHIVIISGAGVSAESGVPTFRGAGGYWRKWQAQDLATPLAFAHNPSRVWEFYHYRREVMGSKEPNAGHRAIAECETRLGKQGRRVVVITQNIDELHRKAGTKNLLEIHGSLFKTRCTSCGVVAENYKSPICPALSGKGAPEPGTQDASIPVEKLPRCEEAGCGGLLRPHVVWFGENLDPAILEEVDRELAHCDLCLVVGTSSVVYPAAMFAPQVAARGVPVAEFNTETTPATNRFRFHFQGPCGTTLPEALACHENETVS
# CASP6 VEID inh = inhibitors of human caspase-6; 350,000 compounds, 0.53% hits; purified caspase-6, Z-VEID-R110 cleavage fluorescence; inhibition, % at 12.5 µM;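 active = mean inhibition across replicates at least about 35%, with every replicate also reaching that limit, limit read from the data; inconclusive = only one of the two criteria met; inactive = neither criterion met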;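 also: 0% = median of neutral control wells and 100% = no fluorescence left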
# Target sequence (P55212 24-179 limits assumed): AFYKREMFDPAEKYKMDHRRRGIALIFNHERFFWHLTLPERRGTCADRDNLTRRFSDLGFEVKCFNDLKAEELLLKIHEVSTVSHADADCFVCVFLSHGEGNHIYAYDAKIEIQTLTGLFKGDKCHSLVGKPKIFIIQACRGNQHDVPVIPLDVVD
# Target sequence (P55212 194-293 limits assumed): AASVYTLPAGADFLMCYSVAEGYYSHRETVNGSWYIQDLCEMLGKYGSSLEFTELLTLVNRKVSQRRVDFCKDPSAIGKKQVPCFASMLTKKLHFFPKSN
# LGR2 inh = blocks bursicon-induced cAMP signaling via Drosophila LGR2; 380,000 compounds, 0.35% hits; inhibition, % at 9.99 µM; HEK293 LGR2, CRE-luciferase, bursicon-stimulated, 4 h; AID 720647;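 active = drop in luminescence signal, shown as inhibition above about 50% in the replicate tests, limit read from the data, passing the limit was not always enough; inconclusive = probably only some replicates passing the limit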;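 also: agonist challenge used bursicon conditioned medium at about half maximal strength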
# EWS-Fli block = EWS/Fli transcriptional activity inhibition; A673 NR0B1-luciferase reporter, viability-normalised; inhibition, % at 12.6 µM; 350,000 compounds, 0.67% hits;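 active = mean inhibition of at least 50% after viability correction, with every replicate also passing that limit; inconclusive = mean reaches 50% but only one of two replicates passes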;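 also: firefly luciferase signal divided by Alamar Blue viability fluorescence both relative to DMSO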
# PAX8 inh HTS = PAX8 transcriptional activity inhibition; AID 652154; inhibition, % at 12.6 µM; RMG-I TPO-luciferase reporter, SteadyGlo, 24 h; 360,000 compounds, 1.2% hits;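 active = mean replicate inhibition at least 60% with every replicate also reaching 60%; inconclusive = only one of the two criteria is met; inactive = mean below 60% and not all replicates reaching 60%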;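 also: luciferase light reporting Pax8 driven TPO promoter activity; plate controls were median of neutral control wells for no effect and mitoxantrone controls for full effect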
# ARNT TACC3 PPI = ARNT/TACC3 interaction disruption. Q9Y6A5. inhibition, % at 9.99 µM. AID 623870. AlphaScreen His-ARNT PAS-B/GST-TACC3 binding, luminescence; TACC3 fragment carries E629A point mutation. 390,000 compounds, 0.66% hits;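 active = mean inhibition of replicates at least 50% and at least half of replicates each reaching 50%; inconclusive = half or more replicates reach 50% but mean below 50%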;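 also: 0% = complete ARNT plus TACC3 wells and 100% = ARNT alone without TACC3; many hits fall short of the cut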
# Starred values were filed as active, the others as inactive; ? = inconclusive; . = no result given.
1	C[C@@H]1CN([C@@H](C)CO)S(=O)(=O)c2ccc(C#Cc3cccnc3)cc2O[C@@H]1CN(C)C(=O)C1CC1
2	COc1ccc([N+](=O)[O-])c(OC)c1C(=O)NC(=O)Nc1nc(C)cc(C)n1
3	CO[C@H]1CN(C)C(=O)c2cc(NC(=O)CC(F)(F)F)ccc2OC[C@H](C)N(CCC(F)(F)F)C[C@@H]1C
4	O=C(Nc1nccs1)C1CC(=O)N(Cc2ccco2)C1 (centres undefined)
5	Cc1cccc(NCc2ccc([N+](=O)[O-])s2)c1
6	Oc1ccccc1-c1cc(-c2ccccc2)n[nH]1
7	CC#CCc1cc2ccccc2c(=O)o1
8	COc1ccccc1CNC(=O)C[C@@H]1C[C@@H]2c3cc(NC(=O)CC4CC4)ccc3O[C@@H]2[C@@H](CO)O1
Assay by compound,1,2,3,4,5,6,7,8
DENV2 CPE,4.9,-3.9,-4.6,-1.5,3.2,.,-11.7,?
SIRT5 block,-4.6,3.7,-6.1,-2.6,2.4,.,.,.
CASP6 VEID inh,1.0,1.4,-1.3,15.4,2.0,-5.1,1.5,.
LGR2 inh,25.1,-7.8,-25.6,8.6,1.3,-93.2,-12.7,10.0
EWS-Fli block,-5.9,-0.8,-1.0,9.9,37.5,-68.1,-5.1,-0.9
PAX8 inh HTS,.,-13.3,.,13.3,8.5,-158.3,.,10.6
ARNT TACC3 PPI,-2.9,-0.9,-5.2,-5.0,6.6,-0.7,-9.4,0.1

9	COc1ccc(OCCSc2nnc(CCNC(=O)c3ccc(Cl)c(Cl)c3)n2C)cc1
10	COc1cc(CN2CC3(CN(C(=O)Nc4c(C)noc4C)C3)c3c(n(C)c4cc(OC)ccc34)[C@@H]2CO)cc(OC)c1
11	C/C=C/c1ccccc1[C@@H]1[C@@H](C#N)N(c2nc(CC)cs2)[C@@H]1CO
12	CCn1c(=O)cc(OCC(=O)NCCC(C)C)c2ccccc21
13	Cc1noc(C)c1S(=O)(=O)Nc1ccc2c(c1)CC(=O)N([C@H](C)CO)C[C@H](C)[C@@H](CN(C)C(=O)Nc1ccc(F)cc1)O2
14	CCN(CC)S(=O)(=O)c1cccc(NC(=O)COc2ccc(Cl)cc2Br)c1
15	OC(CSc1nnnn1-c1ccccc1)Cn1c2ccccc2c2ccccc21 (centres undefined)
16	C[C@@H]1CN([C@@H](C)CO)C(=O)c2cc(NS(=O)(=O)c3ccc(F)cc3)ccc2O[C@H]1CN(C)Cc1ccc2c(c1)OCO2
Assay by compound,9,10,11,12,13,14,15,16
DENV2 CPE,-3.4,?,-7.1,-3.5,-3.3,-12.1,21.2*,-3.0
SIRT5 block,-1.8,1.9,-2.0,.,-4.6,.,.,-1.8
CASP6 VEID inh,-0.5,1.0,-1.2,-2.9,0.3,2.4,0.5,-3.4
LGR2 inh,-21.4,-2.9,-5.7,-6.5,-5.8,-3.3,9.0,-10.8
EWS-Fli block,2.5,2.3,-1.1,3.7,-9.3,-8.9,3.8,5.3
PAX8 inh HTS,.,.,5.2,12.4,0.6,33.4,18.7,-16.9
ARNT TACC3 PPI,.,.,.,-2.1,5.8,4.0,.,-6.7

17	CCC(=O)c1cc2c(C)cc(=O)oc2c(C)c1OC(C)=O
18	Cc1ccc(S(=O)(=O)N[C@H]2CC[C@H](CC(=O)N3CCC(Cc4ccccc4)CC3)O[C@@H]2CO)cc1
19	Cc1ccc(S(=O)(=O)N2CCCCC2)cc1NC(=O)C1CC(=O)N(Cc2ccco2)C1 (centres undefined)
20	Cc1ccc(S(=O)(=O)N(C)C[C@H]2Oc3ccc(NC(=O)NC4CCCCC4)cc3CC(=O)N([C@@H](C)CO)C[C@@H]2C)cc1
21	CC(=O)Nc1ccccc1C(=O)C(=O)Nc1ccc(C(=O)NCC2CCCO2)cc1 (centres undefined)
22	C[C@@H]1CCCCO[C@@H](CN(C)Cc2ccccc2)[C@@H](C)CN([C@H](C)CO)C(=O)c2cc(NC(=O)Nc3ccc(F)cc3)ccc2O1
23	Cc1ccc(S(=O)(=O)NNC(=O)c2sc(NS(=O)(=O)c3ccccc3)nc2C)cc1
24	C[C@H]1CN([C@@H](C)CO)C(=O)c2cc(C3=CCCC3)cnc2O[C@H]1CN(C)C(=O)C1CCCCC1
Assay by compound,17,18,19,20,21,22,23,24
DENV2 CPE,.,-6.6,-7.2,-4.6,3.3,-2.4,4.0,-3.1
SIRT5 block,.,-6.6,-0.3,-1.2,-3.0,4.7,-1.0,9.9
CASP6 VEID inh,.,-2.2,2.0,-0.2,0.7,-2.2,0.9,-0.1
LGR2 inh,-2.0,9.3,-11.1,4.0,10.0,4.5,0.3,-12.8
EWS-Fli block,.,2.7,-3.8,6.0,5.9,-5.9,3.3,25.3
PAX8 inh HTS,-16.5,30.0,4.8,-5.4,1.9,-23.2,-4.9,-41.4
ARNT TACC3 PPI,-2.6,-3.2,5.6,-0.4,-9.4,1.1,.,29.0

25	Cc1cc(N2C(=O)c3ccc(C(=O)Nc4ccc(CC(=O)O)cc4)cc3C2=O)no1
26	O=C(Cc1nc2ccccc2[nH]c1=O)c1ccccc1
27	COC(=O)N/N=C\c1cc2c(cc1Br)OCO2
28	CCN(CC)CCNC(=O)c1ccc(NC(=O)c2ccc(Cl)c(S(=O)(=O)N3CCCCCC3)c2)cc1
29	CCCC#Cc1cnc2c(c1)C(=O)N([C@@H](C)CO)C[C@H](C)[C@@H](CN(C)C(=O)c1ccccc1)O2
30	Cn1ccnc1C1CCCCN1Cc1nc(-c2ccc(Cl)cc2)no1 (centres undefined)
31	CC[C@]12c3[nH]c4ccccc4c3CCN1C(=O)C(CC(=O)NCCC1=CCCCC1)C[C@@H]2C(=O)N1CCN(C(=O)C2CC2)CC1 (some centres undefined)
32	O=C(NN1CCOCC1)c1cccc(COc2cccc(Br)c2)c1
Assay by compound,25,26,27,28,29,30,31,32
DENV2 CPE,11.9,-1.8,0.0,2.0,-0.3,11.9,54.5*,-1.3
SIRT5 block,0.6,-1.9,2.4,-5.9,-5.7,2.0,3.5,-1.3
CASP6 VEID inh,8.3,0.4,-2.8,-3.6,1.4,-2.4,-0.4,-0.4
LGR2 inh,0.2,-38.5,-11.8,26.4,4.6,-12.8,-1.6,-10.9
EWS-Fli block,.,-41.6,-12.5,35.3,0.7,3.3,-1.1,-94.1
PAX8 inh HTS,.,-120.8,-1.8,13.0,-12.3,-5.6,-6.4,-84.9
ARNT TACC3 PPI,-2.6,2.3,-7.2,4.1,-0.4,-5.5,1.3,-3.6

33	C[C@H](CO)N1C[C@H](C)[C@H](CN(C)Cc2ccc(-c3ccccc3)cc2)Oc2ccc(NC(=O)Nc3ccccc3)cc2C1=O
34	CCN(C(=O)COC(=O)CNC(=O)C12CC3CC(CC(C3)C1)C2)C1CCS(=O)(=O)C1 (centres undefined)
35	CCCC(=O)Nc1sc(C)c(C)c1C#N
36	C[C@H]1CN([C@@H](C)CO)C(=O)c2cc(-c3cncnc3)cnc2O[C@@H]1CN(C)Cc1ccc(Oc2ccccc2)cc1
37	NC(Cc1ccc(F)cc1)c1csc(Nc2ccc(C(F)(F)F)cn2)n1 (centres undefined)
38	COc1ccc(NC(=O)Cn2ccc(C(F)(F)F)n2)cc1S(=O)(=O)N1CCOCC1
39	O=C(C[C@H]1CC[C@H](NC(=O)Nc2ccc(F)cc2)[C@H](CO)O1)NCc1ccccn1
40	O=C(Nc1cccc(S(=O)(=O)N2CCCCC2)c1)c1c2c(nc3ccccc13)CCN(Cc1ccccc1)C2
Assay by compound,33,34,35,36,37,38,39,40
DENV2 CPE,10.3,0.9,.,-0.8,-1.3,-4.4,3.5,-2.5
SIRT5 block,5.2,-5.8,0.0,3.0,-2.2,.,9.9,-1.7
CASP6 VEID inh,-0.6,0.3,-0.3,-2.5,3.4,-0.9,-2.7,3.7
LGR2 inh,2.0,-29.1,-9.8,10.6,2.2,-1.0,-22.6,.
EWS-Fli block,-3.4,-5.6,-0.8,-32.9,-1.5,0.3,1.4,13.8
PAX8 inh HTS,7.0,-10.6,10.1,18.8,7.6,-1.8,-7.9,7.2
ARNT TACC3 PPI,6.2,-2.9,-8.7,3.9,.,-5.7,0.3,2.9

# Given with bars between the fields: entries from further up.
cpd | Structure | DENV2 CPE | SIRT5 block | CASP6 VEID inh | LGR2 inh | EWS-Fli block | PAX8 inh HTS | ARNT TACC3 PPI
37 | NC(Cc1ccc(F)cc1)c1csc(Nc2ccc(C(F)(F)F)cn2)n1 (centres undefined) | -1.3 | -2.2 | 3.4 | 2.2 | -1.5 | 7.6 | .
38 | COc1ccc(NC(=O)Cn2ccc(C(F)(F)F)n2)cc1S(=O)(=O)N1CCOCC1 | -4.4 | . | -0.9 | -1.0 | 0.3 | -1.8 | -5.7
39 | O=C(C[C@H]1CC[C@H](NC(=O)Nc2ccc(F)cc2)[C@H](CO)O1)NCc1ccccn1 | 3.5 | 9.9 | -2.7 | -22.6 | 1.4 | -7.9 | 0.3

# Following part:
41	C[C@H](CO)N1C[C@H](C)[C@@H](CN(C)S(=O)(=O)c2ccc(F)cc2)Oc2c(NC(=O)Nc3cccc4ccccc34)cccc2C1=O
42	CNC(=O)C[C@H]1CC[C@@H]2[C@@H](COc3ccc(NC(=O)c4ccc(OC)cc4)cc3C(=O)N2C)O1
43	CCc1ccc(NC(=O)C2CCN(S(=O)(=O)c3ccc4c(c3)NC(=O)CO4)CC2)cc1
44	O=C(CCCc1ccccc1)NCCS(=O)(=O)N1CCN(c2ccccc2)CC1
45	C[C@@H]1CN([C@H](C)CO)C(=O)Cc2cc(NC(=O)CCCCCC(=O)Nc3ccccc3N)ccc2O[C@@H]1CN(C)CC1CCCCC1
46	CCOc1ccccc1C1C(C#N)=C(N)Oc2cc(C)n(C)c(=O)c21 (centres undefined)
47	CCN(CC(=O)Nc1c(F)cccc1F)C(=O)CCOc1ccccc1
48	O=C(Cn1c(=O)[nH]c2ccccc2c1=O)Nc1ccc2c(c1)OCO2
Assay by compound,41,42,43,44,45,46,47,48
DENV2 CPE,5.0,-11.4,-8.3,-1.5,1.7,5.4,-8.7,2.7
SIRT5 block,6.8,1.3,1.5,-3.8,5.1,-0.4,0.0,-13.3
CASP6 VEID inh,-0.6,-0.8,1.8,3.4,-14.8,9.6,-2.0,-2.6
LGR2 inh,7.8,-13.1,0.3,-3.8,-7.1,-3.9,-14.1,-3.7
EWS-Fli block,8.8,-21.5,.,-38.1,60.5*,-2.2,0.6,-9.6
PAX8 inh HTS,.,-42.8,12.3,2.7,-1.3,.,.,-33.4
ARNT TACC3 PPI,.,3.3,.,.,-10.7,5.0,-4.8,-0.1

49	O=C(/C=C/c1ccc(Br)cc1)c1ccc(NC2=NCCCS2)cc1
50	Cc1ccc(C)c(/C=C(\C(=O)O)c2ccc(S(=O)(=O)N3CCCCC3)s2)c1
51	CCCNC(=O)N1[C@H](C#N)[C@@H](c2ccccc2-c2cccc(C)c2)[C@@H]1CO
52	CN(C(=O)c1ccc(NC(=O)Cc2ccc(NC(=O)C3CCCN(S(=O)(=O)c4cccc([N+](=O)[O-])c4)C3)cc2)cc1)C1CCCC1 (centres undefined)
53	Cc1c(NC(=O)Nc2c(Cl)cccc2Cl)c(=O)n(-c2ccccc2)n1C
54	COc1ccc(OC)c(NC(=O)CNC(=O)c2ccc([N+](=O)[O-])cc2)c1
55	COc1ccccc1NC(=O)C(C)OC(=O)C1CC(=O)N(Cc2ccco2)C1 (centres undefined)
56	CN(Cc1ccccc1)c1nccn2ccnc12
Assay by compound,49,50,51,52,53,54,55,56
DENV2 CPE,1.5,0.2,-7.0,?,2.2,-1.1,9.3,-8.5
SIRT5 block,-3.5,-4.1,4.4,-3.4,0.1,12.5,.,.
CASP6 VEID inh,-0.1,37.4*,2.1,-0.9,2.7,1.3,1.3,-7.3
LGR2 inh,7.8,3.0,-5.8,-4.6,-6.4,9.1,-8.0,-6.5
EWS-Fli block,-5.9,0.1,0.6,4.6,3.9,4.4,3.7,-6.5
PAX8 inh HTS,4.5,3.4,-14.9,16.5,1.0,11.2,13.4,-1.2
ARNT TACC3 PPI,.,2.7,.,29.3,-14.1,20.4,.,.

# Assay outcomes: PubChem BioAssay, Broad Institute

# Compounds as they come; overall some 4.9% were active at least once.
